ERG-DNA inh: blocks human ERG Ets domain binding to DNA | hit rate 0.028% among 370,000 | Potency, µM (highest dose often 76.9 µM), without a hit: top-dose FP activity, negative = inhibition, most hits filed as inhibitors | fluorescence polarization, His-ERG Ets domain / labelled DNA | P11308; active = well fitted inhibition curve with a large enough effect in the polarisation, with a control signal flat; inconclusive = small, poorly fitted or top-dose-only effect, or effect the other way, or a change in a side signal; inactive = no such curve, though single readings can be large or run the other way; the % refers to the polarisation;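 also: polarization taken with two DNA probes labelled with fluorescein and Texas red; potency is read from the fitted curve at half-maximal effect; % of control where 0% means no effect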
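His-tagged ERG Ets domain (1 uM in the protein solution; 300mM KCl, 50mM Tris-HCl, 1mM EDTA, 1mM DTT, pH 7.5) received compound, then a probe mix of 5 nM fluorescein-DNA and 100nM Texas-615-DNA. Fluorescence polarization was read for both dyes.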
12-LOX inh: blocks human arachidonate 12S-lipoxygenase. P18054. purified 12hLO, xylenol orange hydroperoxide absorbance. Potency, µM (top dose mostly 108 µM), without a hit: top-dose activity change, negative = inhibition, usual class: inhibitors. hit rate 1.1% among 580,000; also: potency is read from the fitted curve at half-maximal effect; % is scaled to controls: 0 for no effect and ±100 for the full control effect
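Purified human 12hLO at 150 nM in 25 mM Hepes, 0.01% Triton X-100, pH 7.0, preincubated 15 min at room temperature with compound. Reaction started with 40 uM arachidonic acid, 30 min at room temperature. Hydroperoxide measured by Fe-xylenol orange, 573/405 nm absorbance ratio.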
TRHR agonist: activates the human TRH receptor | P34981 | TRHR cells, calcium flux fluo-8, FDSS agonist mode | activation, % at 2 µM | hit rate 0.18% among 360,000; in the data active = activation above about 30%; also: 0% is about no effect
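Agonist-mode FDSS calcium read (Ex 480/Em 530, 1 s cycles) in 1536-well TRHR cells with fluo-8 dye, after 10-cycle baseline and 23 nL compound addition; TRH at EC20 (10 nM final) added afterwards for the enhancer phase.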
POLK inh: DNA polymerase kappa (human) inhibition. Q9UBT6. purified Pol kappa, fluorescent DNA synthesis assay, 10 min. Potency, µM (titrated, usually from 107 µM), without a hit: top-dose activity, negative = inhibition, most hits filed as inhibitors. hit rate 0.53% among 400,000. AID 588579; also: potency is read from the fitted curve at half-maximal effect; % is scaled to controls: 0 for no effect and ±100 for the full control effect
Target sequence (Q9UBT6 whole entry, looked up): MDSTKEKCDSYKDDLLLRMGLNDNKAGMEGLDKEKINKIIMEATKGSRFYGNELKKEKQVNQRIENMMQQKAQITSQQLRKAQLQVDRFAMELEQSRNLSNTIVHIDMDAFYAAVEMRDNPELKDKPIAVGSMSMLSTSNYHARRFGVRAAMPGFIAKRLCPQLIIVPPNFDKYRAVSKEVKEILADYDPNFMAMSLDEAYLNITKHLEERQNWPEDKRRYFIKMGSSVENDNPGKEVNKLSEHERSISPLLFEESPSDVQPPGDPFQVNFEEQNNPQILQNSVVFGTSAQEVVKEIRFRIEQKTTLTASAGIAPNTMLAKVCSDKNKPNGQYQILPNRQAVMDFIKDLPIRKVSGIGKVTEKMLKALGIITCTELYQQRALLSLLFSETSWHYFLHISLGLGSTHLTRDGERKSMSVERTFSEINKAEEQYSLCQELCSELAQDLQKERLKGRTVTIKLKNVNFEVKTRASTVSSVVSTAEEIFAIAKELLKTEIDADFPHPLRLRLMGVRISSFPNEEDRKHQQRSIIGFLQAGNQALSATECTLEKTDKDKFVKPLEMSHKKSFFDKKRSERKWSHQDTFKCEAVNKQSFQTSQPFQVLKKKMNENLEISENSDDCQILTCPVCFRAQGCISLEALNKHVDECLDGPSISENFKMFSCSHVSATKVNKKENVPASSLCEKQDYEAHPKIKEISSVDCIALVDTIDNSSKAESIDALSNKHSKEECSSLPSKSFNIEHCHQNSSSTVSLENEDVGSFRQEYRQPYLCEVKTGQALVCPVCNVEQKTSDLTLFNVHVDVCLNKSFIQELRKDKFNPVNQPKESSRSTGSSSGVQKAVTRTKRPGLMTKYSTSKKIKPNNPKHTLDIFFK
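Here, compound and 10 nM enzyme are combined for 15 min at room temperature; adding 50 nM substrate (final) starts DNA synthesis, tracked by fluorescence at 0 and 10 min against buffer-only wells.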
Anesthetic bind: binds horse apoferritin like a general anesthetic. P02791. apoferritin/1-aminoanthracene competitive binding, fluorescence. Potency, µM (highest dose often 77.5 µM), for the others: top-dose activity change, negative = displacement, hits mostly inhibitors. hit rate 0.074% among 350,000. AID 485281; also: potency is read from the fitted curve at half-maximal effect; % is scaled to controls: 0 for no effect and ±100 for the full control effect; nearly all actives have a fitted effect of over 20% in size
Target sequence (P02791 2-175 limits assumed): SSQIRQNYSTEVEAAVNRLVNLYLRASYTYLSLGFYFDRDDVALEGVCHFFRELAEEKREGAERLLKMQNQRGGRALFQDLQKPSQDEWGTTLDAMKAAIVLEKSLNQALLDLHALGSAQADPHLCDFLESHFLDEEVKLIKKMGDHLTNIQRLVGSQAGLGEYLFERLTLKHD
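Concentration-response curves derived by four-parameter Hill fitting of normalized fluorescence, where compounds displaced 1-AMA from 10 uM horse apoferritin following a brief 10 min room-temperature incubation; propofol titration acted as positive control.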
POLB inh: DNA polymerase beta (human) inhibition. P06746. Pol beta primer extension/strand displacement, fluorescence kinetic. Potency, µM (titrated, usually from 114 µM), for the others: top-dose activity change, negative = inhibition, most hits filed as inhibitors. hit rate 1.3% among 340,000. AID 485314; also: potency is read from the fitted curve at half-maximal effect; % is scaled to controls: 0 for no effect and ±100 for the full control effect
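Pol beta (10 nM) and compounds were preincubated 15 min at room temperature, then 50 nM substrate (final) started primer extension/strand displacement. Reads were taken at 0 and 10 min; concentration-response data were fitted to a four-parameter Hill equation.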
BLM helicase inh: Bloom syndrome helicase (human) inhibition; P54132; recombinant BLM DNA unwinding, fluorescence dequenching; Potency, µM (titrated, usually from 56.1 µM), without a hit: at the highest dose activity change, negative = inhibition, actives largely listed as inhibitors; hit rate 0.2% among 350,000; AID 2528;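 also: potency is read from the fitted curve at half-maximal effect; plate controls were vehicle for no effect and no enzyme for full effect; nearly all actives have a fitted effect of over 35% in size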
Pol iota inh: inhibitors of human DNA polymerase iota; Q9UNA4; Pol iota fluorescent replication assay, 10 min; Potency, µM (top dose mostly 115 µM), without a hit: at the highest dose activity, negative = inhibition, usual class: inhibitors; hit rate 1% among 390,000; also: potency is read from the fitted curve at half-maximal effect
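Pol iota at 10 nM preincubated 15 min with compounds at room temperature; reaction started with fluorescent substrate, 50 nM final. Fluorescence read kinetically at 0 and 10 min; buffer-only wells as negative control.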
APE1 inh: inhibitors of human APE1 endonuclease | recombinant APE1, TAMRA/BHQ-2 abasic DNA cleavage fluorescence | Potency, µM (highest dose often 65.8 µM), for inactives: top-dose activity change, negative = inhibition, usual class: inhibitors | hit rate 0.35% among 350,000;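 also: potency is read from the fitted curve at half-maximal effect; plate controls were vehicle for no effect and reference inhibitor for full effect; nearly all actives have a fitted effect of over 55% in size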
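Enzyme (0.75 nM final) and test compound are incubated 15 min at room temperature before adding 50 nM quenched THF abasic-site duplex. Cleavage dequenches TAMRA, followed at 525/598 nm over three reads one minute apart.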
Starred values were filed as active, the others as inactive; u = inconclusive; x = no result given; & = joins results of further samples; [ ] = another dose, or the depositor's remark. Unless noted, calls follow the shape of the dose curve; as a rule, active = well fitted curve in the direction sought with a large enough effect; inconclusive = small, poorly fitted or top-dose-only effect, or another doubt; inactive = no such curve, though single readings can be large; an effect the other way counts as inactive or inconclusive. An excerpt; the hit share may differ from the screen's.

SMILES	ERG-DNA inh	12-LOX inh	TRHR agonist	POLK inh	Anesthetic bind	POLB inh	BLM helicase inh	Pol iota inh	APE1 inh
CCc1ccc(N2Cc3ccccc3C2)cc1	19%	-16%	-0.8	-18%	-6%	-21%	-6%	44%[activator]	5%
CC(=O)C(C)Oc1ccc2c3c(c(=O)oc2c1)CCCC3 (configuration not stated)	0%	0%	0.2	-2%	-20%	29%	2%	u	1%
O=C(Cn1nc(Cl)nc1Cl)c1ccc(F)cc1	-7%	3%&-22%	-0.4	-4%	-11%	12%	0%	14%	-3%
Cc1cc(C)c(S(=O)(=O)N2CCCOC2CNC(=O)C(=O)NCCC2=CCCCC2)c(C)c1 (configuration not stated)	0%	5%	-0.3	-5%	-9%	17%	-3%	7%	2%
Cc1c(Cl)c([N+](=O)[O-])nn1CCCC(=O)Nc1c(Cl)cccc1Cl	x	-6%	0.4	2%	-14%	-27%	2%	19%	-1%
Cc1c(C(=O)O)sc2nc(/C=C/c3cccc(O)c3)[nH]c(=O)c12	17%	102%[activator]	-0.1	-13%	55%[activator]	-2%	-9%	u	u
COc1ccccc1N(CC(O)CN(c1ccccc1)S(C)(=O)=O)S(=O)(=O)c1ccccc1 (configuration not stated)	-8%	-6%	-0.9	-15%	-14%	-1%	-1%	2%	-2%
O=C(NC(=S)NC1C2CC3CC(C2)CC1C3)C12CC3CC(CC(C3)C1)C2 (configuration not stated)	-3%	u	0.7	4%	1%	0%	3%	0%	-2%
CCC(=O)c1ccc(OCC(=O)Nc2nc(C)cs2)cc1	4%	-12%	x	-6%	x	x	x	101%[activator]	14%
CCCSc1nnc(-c2ccccc2NC(=O)CC)c(=O)[nH]1	-2%	-6%	-0.5	-13%	6%	-27%	-5%	7%	2%
O=C(CCS(=O)(=O)c1cccs1)N1CCCC1	1%	-1%	-0.3	-13%	-6%	-2%	-1%	9%	3%
COC(=O)c1ccccc1NC(=O)C/C(C)=N/NC(=O)Cc1ccc(Cl)cc1	x	5%	-0.8	x	-12%	0%	-2%	x	-1%
Cc1nc2ccc(NC(=O)c3cccnc3)cc2s1	-1%	0%	0.2	-4%	-11%	1%	0%	42%[activator]	2%
CCOC(=O)c1c(C)[nH]c(C)c1S(=O)(=O)NCC1CCN(Cc2cccc(Cl)c2)CC1	6%	-3%	-0.3	-2%	-16%	0%	-2%	13%	17%
CCn1cc([N+](=O)[O-])c(C(=O)Nc2ccc(Br)cn2)n1	-3%	13%	-0.3	-7%	-16%	7%	-1%	12%	-4%
COc1ccccc1OCCC(=O)OCC(=O)Nc1ccc(Br)cc1F	1%	0%	0.1	-8%	-10%	7%	-4%	76%[activator]	-2%
O=C(Cc1ccc([N+](=O)[O-])cc1)N1N=C(c2ccncc2)CC1(O)C(F)(F)F (configuration not stated)	4%	-6%	1.2	-10%	-6%	-2%	-2%	10%	-5%
CCCCn1c(C)cc2cc(O)ccc21	5%	15%	-0.7	-1%	u	6%	-8%	20%	-3%
CC(C)NC(=O)/C(C#N)=C\c1ccc(N(C)C)o1	1%	u	-0.6	1%	u	-28%	-4%	101%[activator]	1%
Cc1nnc(NC(=O)C2CCN(C(=O)c3ccco3)CC2)s1	-3%	2%	2.8	2%	14%	-10%	-4%	19%	78%
COC(=O)c1cccc(-n2c(C)cc(C=O)c2C)c1C	10%	u	-0.4	-10%	-6%	u	-2%	-2%	4%
COc1ccccc1N(CC(=O)Nc1ccccc1)S(=O)(=O)c1cccs1	3%	29%	-0.8	-17%	x	x	x	-6%	17%
COc1ccc(-c2cc(C(F)F)n3ncc(C(=O)n4ccnc4C)c3n2)cc1	4%	-2%	0.7	-3%	146%[activator]	-29%	1%	-22%	1%
CCCOc1ccc(CC2C(=O)Nc3ccc(Br)cc32)cc1 (configuration not stated)	4%	-7%	-2.3	-10%	u	-5%	-13%	19%	x
O=C(Nc1nnc(-c2ccccn2)o1)c1cccc(Br)c1	9%	0%	0.2	-2%	5%	-18%[57.1 µM]	-10%	11%	1%
CN(C)CCNC(=O)c1ccc(-n2c(-c3ccccc3)cc3c2CCCC3)cc1	-2%	u	0.9	-11%	60%[activator]	1%	-8%	-14%	x
COc1cc(/C=C/c2ccc3cccc(O)c3n2)cc(Cl)c1OC	-5%	-13%	2.2	-11%	-12%	37%	-14%	-3%	-11%
CC(C)(C)NC(=O)CN(C(=O)C(=O)Nc1ccc2c(c1)OCCO2)N1CCOCC1	1%	-14%	0.3	-9%	5%	-21%	-2%	129%[activator]	53%[activator][12.4 µM]
CCC/C=N/NC(=O)C1COc2ccccc2O1 (configuration not stated)	5%	11%	-0.3	-8%	-17%	32%	0%	102%[activator]	-4%
COc1ccc(CCNC(=O)CCc2ccsc2)cc1OC	-14%	-10%	0.9	-3%	6%	28%	-3%	39%[activator]	4%
CCOc1ccc(-c2nnc(SCC(=O)Nc3ccc4c(c3)c3ccccc3n4CC)n2N)cc1	-1%	-61%	-0.1	-37%	-11%	40µM*	-7%	50µM*	-2%
O=C(NNC(=O)c1sccc1-n1cccc1)c1cccs1	0%	3%	-0.1	5%	-13%	1%	-1%	-3%	-2%
CC1=NC(C(F)(F)F)(C(F)(F)F)C2=C(CC(C)(C)CC2=O)N1Cc1ccco1	x	22%	0.3	-9%	-21%	0%	-5%	25%	4%
COc1ccc(-c2cn3cccnc3n2)cc1NC(=O)c1ccc(Br)o1	9%	2%	1.6	-17%	23%	u	-1%	u	-6%
Cc1cc(C)cc(CC(CC(=O)Nc2ccc(Cl)cc2)C(=O)O)c1 (configuration not stated)	2%	0%	-1.0	7%	3%	31%	1%	24%	56%[activator]
Cc1ccc(-c2c[n+](CC(=O)Nc3cc(=O)n(C)c(=O)n3C)c3n2CCC3)cc1	-4%	-26%	0.1	-16%	-11%	0%	1%	22%	-1%
CCn1c(N)c(C(=O)NCC2CCCO2)sc1=S (configuration not stated)	0%	u	0.1	-4%	-11%	2%	-1%	u	-8%
COc1cccc(C2C(C(=O)c3cccs3)=C(O)C(=O)N2c2cc(C)on2)c1 (configuration not stated)	9%	u	-0.8	7%	-19%	35%	0%	-3%	-1%
COc1ccc(NC(=O)c2ccco2)cc1NC(=O)COc1ccc(Cl)cc1C	0%	u	-0.1	-11%	5%	u	-28%	-4%	x
O=C1C=C(Nc2ccc(Cl)cc2)CC(c2ccc(Cl)cc2)C1 (configuration not stated)	x	u	-1.2	-10%	u	3%	-7%	2%	-6%
CCCOc1ccc(C(=O)CCC(=O)OC(C)C(=O)Nc2ccc(NC(C)=O)cc2)cc1 (configuration not stated)	-2%	u	0.1	-10%	x	x	x	12%	13%
CCn1c(C)c(C)c2cc(C(=O)NCCCN3CCCCCC3)ccc21	2%	u	-0.3	-12%	-13%	5%	-4%	89µM*	44%[activator]
COc1ccc(NC(=O)CSc2nc(O)cc(=O)n2-c2ccc(OC)cc2)cc1	13%	13µM*	0.5	-23%	-5%	-38%	-14%	47%[activator]	37%
Cc1nnc(SCc2nc3ccccc3s2)n1-c1ccccc1	x	u	-0.1	-4%	1%	28%	4%	-6%	-3%
CCn1c(/N=C/c2ccccc2NS(=O)(=O)c2ccc(C)cc2)nc2ccccc21	2%	x	-0.9	-6%	3%	3%	-9%	-4%	3%
Cc1cc(C)n(CCC(=O)N/N=C/c2ccc(Cl)c([N+](=O)[O-])c2)n1	4%	48%[activator]	-0.2	-1%	0%	-2%	1%	49%[activator]	-2%
CCCN(CC(=O)Nc1ccccc1OC)C(=O)c1cc(S(=O)(=O)NCc2ccccc2)ccc1C	1%	1%	0.2	-9%	-9%	25%	-4%	0%	16%
O=S(=O)(c1ccc(OCC(O)CNCc2ccco2)c(Cl)c1)N1CCOCC1 (configuration not stated)	5%	27%	-0.5	-8%	u	-2%	1%	12%	0%
COc1ccc(-c2ccnc3c(-c4ccc(F)cc4)c(C)nn23)cc1OC	0%	u	0.2	-29%	-5%	-2%	-3%	27%	x
COc1ccc2cc(OCC(=O)NNC(=O)Nc3ccc(OC)c(OC)c3)ccc2c1	1%	u	0.5	-35%	-1%	50µM*	-18%	20µM*	1%
Cc1cccc(NC(=O)CSc2nc3ccccc3nc2N2CCCCC2)c1	3%	16%&47%	0.2	-12%	1%	16%	-9%	-7%	-3%
Cc1ccc(C(=O)NCCSc2ccc(Cl)cc2)cc1[N+](=O)[O-]	-7%	0%	2.0	-9%	u	1%	-5%	3%	-6%

Of the compounds above, 6 have a furan ring, fused or not:
SMILES	ERG-DNA inh	12-LOX inh	TRHR agonist	POLK inh	Anesthetic bind	POLB inh	BLM helicase inh	Pol iota inh	APE1 inh
CC(C)NC(=O)/C(C#N)=C\c1ccc(N(C)C)o1	1%	u	-0.6	1%	u	-28%	-4%	101%[activator]	1%
Cc1nnc(NC(=O)C2CCN(C(=O)c3ccco3)CC2)s1	-3%	2%	2.8	2%	14%	-10%	-4%	19%	78%
CC1=NC(C(F)(F)F)(C(F)(F)F)C2=C(CC(C)(C)CC2=O)N1Cc1ccco1	x	22%	0.3	-9%	-21%	0%	-5%	25%	4%
COc1ccc(-c2cn3cccnc3n2)cc1NC(=O)c1ccc(Br)o1	9%	2%	1.6	-17%	23%	u	-1%	u	-6%
COc1ccc(NC(=O)c2ccco2)cc1NC(=O)COc1ccc(Cl)cc1C	0%	u	-0.1	-11%	5%	u	-28%	-4%	x
O=S(=O)(c1ccc(OCC(O)CNCc2ccco2)c(Cl)c1)N1CCOCC1 (configuration not stated)	5%	27%	-0.5	-8%	u	-2%	1%	12%	0%

Screening data from PubChem.
